Screening results deposited in PubChem BioAssay by several laboratories.
STAT3 activator = increases IL-6 driven STAT3 reporter signal; U3A cells, IL-6 STAT3-luciferase reporter, luminescence; 100% = signal with IL-6 EC80 alone; activation (% of control), % at 5.6 µM; 190,000 compounds, 0.91% hits; AID 871;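 active = activation above the screen-wide mean of compound activation plus 3 SD, cut at about 130% in these data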;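 also: 0% = background luminescence of wells with medium and substrate only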
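Detection: reporter luminescence signal / Assay system: STAT1-lacking human U3A cells, STAT3 luciferase reporter / Incubation: compound pre-incubation 1 h before IL-6, then 6 h stimulation at 37 °C / Control set: IL-6-only high control / Read-out: % activation relative to IL-6 control / Probe or stimulus: Interleukin-6, 33 ng/mL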
PPARg SRC2 recr = promotes SRC-2 coactivator recruitment by human PPARgamma. 200,000 compounds, 0.34% hits. PPARgamma LBD-SRC-2 recruitment, biochemical. P37231. AID 1032. activation, % at 8 µM; in the data active = activation above about 22%;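 also: 0% = vehicle and 100% = reference agonist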
STAT3 blocker = STAT3 signaling inhibition; U3A cells, IL-6 STAT3-luciferase reporter, luminescence; host cell line lacks STAT1; inhibition, % at 5.5 µM; 190,000 compounds, 0.89% hits;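 active = inhibition above the mean inhibition across all screened compounds plus 3 SD, cut at about 44% in these data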;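 also: 0% = DMSO only wells and 100% = 100 µM nifuroxazide control wells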
S1P3 antag = S1P3 (human) receptor antagonism; CHO S1P3 NFAT-BLA reporter, FRET fluorescence, antagonist mode; inhibition, % at 4.98 µM; 170,000 compounds, 0.27% hits;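 active = inhibition above the plate cutoff, the mean inhibition of test wells on that plate plus 3 SD, cut at about 28% in these data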;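 also: cells challenged with S1P at its EC80 of 0.8 µM; blue over green emission ratio from cleaved BLA substrate after 4 h stimulation; 0% = S1P-stimulated wells and 100% = unstimulated DMSO-only wells; some compounds past the cut are filed as inactive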
TR-FRET SRC-2 ct = counter-screen for PPARgamma SRC-2 recruitment agonists: TR-FRET artefact; 200,000 compounds, 0.4% hits; active compounds read high; TR-FRET ratio at 8 µM; AID 1049; in the data active = TR-FRET ratio above about 2000; also: inactives centre near 1500
ROMK primary = human ROMK K+ channel modulation, primary screen; 130,000 compounds, 2% hits; P48048; B-score at 10 µM; Tet-inducible ROMK, thallium flux fluorescence; actives lie on both sides;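 active = signal ratio slope over the read window, or its plate-corrected B-score, at least 3 SD from the plate mean, either direction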;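 also: B-score of the F/F0 ratio slope over 7 to 12 s after thallium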
TLR4 MyD88 comp = inhibitors of human TLR4-MyD88 binding | HeLa CL3-4 TLR4/MyD88 BLA complementation, FRET ratio | inhibition, % at 8.4 µM | 200,000 compounds, 0.18% hits | O00206+Q99836; in the data active = inhibition above about 25%;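 also: 0% = vehicle and 100% = reference inhibitor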
Target sequence (O00206 whole entry, looked up): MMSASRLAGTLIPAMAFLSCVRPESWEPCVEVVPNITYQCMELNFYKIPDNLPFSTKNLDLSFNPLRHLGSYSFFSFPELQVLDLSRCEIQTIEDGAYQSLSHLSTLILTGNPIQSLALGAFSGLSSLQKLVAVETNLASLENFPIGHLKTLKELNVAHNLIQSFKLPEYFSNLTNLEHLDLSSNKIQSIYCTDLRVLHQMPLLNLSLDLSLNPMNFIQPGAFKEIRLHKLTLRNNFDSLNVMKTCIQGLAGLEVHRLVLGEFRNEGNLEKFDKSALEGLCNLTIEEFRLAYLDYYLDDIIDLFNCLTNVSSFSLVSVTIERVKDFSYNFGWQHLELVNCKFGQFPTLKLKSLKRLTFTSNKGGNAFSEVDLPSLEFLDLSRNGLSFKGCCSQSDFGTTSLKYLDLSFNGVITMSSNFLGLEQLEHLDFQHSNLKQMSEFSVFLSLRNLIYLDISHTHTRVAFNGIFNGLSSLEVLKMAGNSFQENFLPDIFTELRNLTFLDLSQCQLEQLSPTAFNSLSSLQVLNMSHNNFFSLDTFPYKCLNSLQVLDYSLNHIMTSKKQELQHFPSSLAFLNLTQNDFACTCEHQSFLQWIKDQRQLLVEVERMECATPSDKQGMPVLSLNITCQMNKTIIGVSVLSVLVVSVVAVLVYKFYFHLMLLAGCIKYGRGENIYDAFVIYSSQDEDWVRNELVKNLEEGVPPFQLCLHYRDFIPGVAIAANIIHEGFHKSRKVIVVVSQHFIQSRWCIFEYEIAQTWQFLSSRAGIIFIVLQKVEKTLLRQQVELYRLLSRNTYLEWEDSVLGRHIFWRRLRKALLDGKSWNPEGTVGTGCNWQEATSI
Target sequence (Q99836 whole entry, looked up): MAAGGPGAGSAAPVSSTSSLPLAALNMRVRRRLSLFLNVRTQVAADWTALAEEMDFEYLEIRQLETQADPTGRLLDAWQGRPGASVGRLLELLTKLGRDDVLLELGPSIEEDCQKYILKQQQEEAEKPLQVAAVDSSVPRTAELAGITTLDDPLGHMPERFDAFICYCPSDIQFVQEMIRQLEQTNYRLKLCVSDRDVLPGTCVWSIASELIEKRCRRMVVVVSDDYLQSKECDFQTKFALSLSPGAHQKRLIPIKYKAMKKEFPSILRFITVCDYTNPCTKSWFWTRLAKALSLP
PPARg SRC3 recr = agonists of human PPARgamma SRC-3 coactivator recruitment; biochemical PPARgamma/SRC-3 coactivator recruitment assay; activation, % at 8 µM; 200,000 compounds, 0.26% hits; AID 731; in the data active = activation above about 23%;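 also: 0% = DMSO and 100% = reference agonist; some compounds past the cut are filed as inactive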
STAT1 blocker = inhibitors of IFN-gamma induced STAT1 signaling; inhibition, % at 5.5 µM; 200,000 compounds, 0.35% hits; AID 920; NIH 3T3 STAT1-luciferase reporter, luminescence;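 active = inhibition above a set limit, the mean inhibition across all tested compounds plus 3 SD, cut at about 34% in these data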;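 also: 0% = IFN-gamma with DMSO and 100% = IFN-gamma with 300 µM nifuroxazide; values of inactives mirror those of a sister screen read the other way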
PPARg SRC1 recr = PPARgamma-driven SRC-1 recruitment agonism; PPARgamma-SRC-1 coactivator recruitment biochemical assay; P37231; activation, % at 8 µM; 200,000 compounds, 0.41% hits; in the data active = activation above about 19%;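 also: 0% = DMSO and 100% = reference agonist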
RAM inhibit = blocks the yeast RAM network | inhibition, % at 50 µM | 190,000 compounds, 1.8% hits | S. cerevisiae dse1pr::URA3 reporter, 5-FOA growth OD615, 2 d; analog-sensitive cbk1-as2 kinase mutant strain | AID 868;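 active = inhibition above a set limit, 3 SD over mean compound inhibition, cut at about 8.4% in these data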;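 also: 0% = DMSO-only wells with no growth and 100% = 10 µM 1-NA-PP1 full growth; inhibition rescues growth on 5-FOA so higher OD means more RAM inhibition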
* = called active by the depositor; x = not tested or not shown.

Compound,STAT3 activator,PPARg SRC2 recr,STAT3 blocker,S1P3 antag,TR-FRET SRC-2 ct,ROMK primary,TLR4 MyD88 comp,PPARg SRC3 recr,STAT1 blocker,PPARg SRC1 recr,RAM inhibit
O=C(Nc1ccccc1)c1ccc(N2CCN(c3ccccc3)CC2)c(S(=O)(=O)N2CCOCC2)c1,96,1,8,x,1417,-0.62,-4,17,7,14,2.5
Cc1ccc(NC(=S)NCCN2CCOCC2)cc1F,99,7,3,-8,1569,0.73,-11,5,-7,2,0.8
COc1cccc(SCc2noc(C(=O)NC(C)C)c2C(=O)O)c1,100,9,2,x,1686,x,19,15,2,-3,0.1
CCOC(=O)N1CCN(C(=O)CCCn2c(=O)[nH]c3ccccc3c2=O)CC1,96,2,8,-36,1421,0.53,4,-3,1,0,0.0
CCOC(=O)C1(CCOC)CCN(Cc2ccc(COC)o2)CC1,105,-5,-1,-15,1461,x,-7,1,3,2,-0.1
Cc1cc2cc(CN(Cc3ccco3)C(=S)NCC3CCCO3)c(=O)[nH]c2cc1C (stereo unspecified),102,6,6,-8,1538,-1.6,6,3,-5,-5,2.3
O=C(CCn1nc(-c2ccccc2)ccc1=O)N1CCOCC1,100,-1,4,-4,1426,-0.13,-3,-2,-6,4,1.0
CC(C)C(O)C1CCN(Cc2nc(-c3cccs3)no2)CC1 (stereo unspecified),105,2,-1,9,1441,0.32,2,3,-26,-4,1.5
COc1ccc(CNC(=O)C2CC(C)=C(C)CC2C(=O)O)cc1 (stereo unspecified),102,0,4,x,1524,0.82,13,-10,2,-1,0.0
CC1CCN(C(=O)c2cc(F)c(F)cc2Cl)CC1,96,11,7,x,1638,-0.16,-7,0,4,2,-0.6
COc1ccc(NC(=O)Cc2coc3ccc4ccccc4c23)cc1S(=O)(=O)N1CCOCC1,109,-5,-11,-15,1479,x,-9,-4,-10,0,4.3
O=C(c1n[nH]c2ccccc12)N1CCOCC1,89,-2,18,-3,1681,1,-8,4,-5,8,1.1
O=C(c1ccc(Cl)cc1Cl)N1CCC(c2nc3c(nnn3Cc3ccco3)c(=O)[nH]2)CC1,107,4,-2,3,1695,x,-7,4,6,13,2.5
CCCC(=O)NC(C)c1nc2ccccc2[nH]1 (stereo unspecified),104,11,5,x,1689,x,0,2,0,3,2.2
COc1cc(/C=N/NC(=O)c2cccnc2)ccc1OCC(=O)N1CCOCC1,107,2,-2,-7,1556,x,-1,5,6,10,2.5
CC(=O)COc1ccc2c(-c3cccc([N+](=O)[O-])c3)cc(=O)oc2c1,97,-1,10,-3,1528,-0.22,-4,-3,-2,-2,1.5
Cc1nc(-c2ccccc2)sc1C(=O)NN,107,3,-6,-15,1570,-1.4,-7,0,-15,1,-0.2
CC(C)CSc1nc2c(=O)[nH][nH]c(=O)c2n1Cc1ccccc1,104,8,-2,x,1586,0.36,-2,20,-1,-2,1.6
O=C(COc1ccccc1)N1CCN=C1SCc1cccnc1,100,7,4,22,1622,x,9,12,2,6,0.8
COc1ccc(Cn2nc(C)cc2C)cc1OC,95,2,9,-22,1425,0.18,-3,14,5,12,0.6
COc1cc(NC(=O)c2cc(-c3ccco3)on2)c(OC)cc1Cl,165*,13,-75,-10,1640,x,5,7,-5,2,2.0
O=C(c1ccc(-n2cccc2)cc1)N1CCOCC1,96,10,11,x,1598,-0.39,6,-7,-1,-2,1.2
COc1ccc(C(=O)CSc2nnc(NC(=O)C3CC(=O)N(c4ccccc4C)C3)s2)cc1 (stereo unspecified),93,-5,7,-11,1432,x,-13,-2,-4,-4,5.0
COc1ccccc1N1CCN(C(=O)CCc2ccc(S(=O)(=O)NCC(C)C)cc2)CC1,98,3,5,-6,1404,-1.3,3,-6,5,-1,-1.2
Cc1nc2ccc(S(=O)(=O)NC(C(=O)Nc3nccs3)C(C)C)cc2s1 (stereo unspecified),107,-3,-9,-2,1467,x,-5,5,-2,1,0.8
Cc1cc(C)c2c(=O)[nH]cnc2n1,99,3,4,-26,1651,0.46,-3,5,1,9,0.8
COc1ccc(C2Nc3ccccc3C(=O)N2NS(=O)(=O)c2ccc(C)cc2)cc1 (stereo unspecified),104,5,0,11,1666,-0.48,2,0,15,0,2.9
CN1CCN(c2nc3c(c(=O)[nH]c(=O)n3C)n2CC(N)=O)CC1,111,1,-8,6,1586,1,2,-2,-9,2,-0.1
CN(Cc1c(C(=O)N2CCc3ccccc3C2)nc2ccc(Cl)cn12)C(C1CC1)C1CC1,114,6,-11,-9,1510,-1.2,-3,5,9,1,0.2
C=C1c2ccccc2NC(=S)N1Cc1ccc2c(c1)OCO2,102,10,4,4,1728,-0.15,3,3,-23,-1,3.1
OC1CCN(C(=S)Nc2ccc(Nc3ccccc3)cc2)CC1,110,7,-10,-22,1522,0.029,-6,6,-25,17,-0.4
CCOC(=O)/C(=C\c1cccc(O)c1)c1nc2sc(C)c(C)c2c(=O)[nH]1,69,-2,35,1,1606,-4.1*,-3,6,31,1,0.3
Cc1c(Br)c([N+](=O)[O-])nn1CC(=O)NCCc1ccc(Cl)cc1,104,1,2,-5,1534,0.99,1,-4,-1,3,2.0
CCC1Nc2ccccc2-c2nnc(SC)nc2O1 (stereo unspecified),114,-8,-13,x,1537,x,3,7,2,4,0.9
CC(=O)N(C)c1nc(N)n(-c2ccccc2)n1,101,-9,1,-2,1532,0.4,3,1,-5,-6,1.3
O=C(NCC1CCCO1)Nc1ccccc1 (stereo unspecified),101,0,-2,x,1763,-0.77,-5,4,-1,-4,0.5
CCOC(=O)C(=NC(C)C)NNc1cc(Cl)ccc1Cl,105,-3,-2,-12,1425,0.89,4,-3,-3,3,-0.4
CC(=O)n1cc([C@H]2C=C(C(=O)NCc3ccccc3)O[C@@H](OCCCCO)C2)c2ccccc21,x,2,x,-5,1643,x,-10,4,2,7,8.8*
CC(/C=N/NC(=O)c1ccc2nc(C)[nH]c2c1)=C\c1ccccc1,96,6,6,1,1403,x,14,-1,-1,-3,1.8
O=C(CSc1ccc(-c2cccs2)nn1)NCCc1ccccc1,102,12,0,-12,1662,0,-4,3,3,1,3.1
CS(=O)(=O)N1CCCC(C(=O)NCc2ccc(F)cc2)C1 (stereo unspecified),101,-3,4,-52,1420,0.43,10,-3,-6,-6,2.9
O=C(CCn1nc(-c2ccc(Cl)cc2)c2ccccc2c1=O)Nc1cccnc1,98,-1,5,-15,1487,1.1,-11,-3,13,-2,0.6
COc1ccccc1-c1noc(-c2ccccc2C(=O)Nc2cccnc2)n1,110,-7,-11,x,1476,x,10,-11,-11,1,1.6
Cc1ccccc1NC(=O)c1onc2c1CCCC2,104,1,0,x,1487,0.98,0,3,-47,-1,-0.1
Brc1ccc(-c2csc(-c3ccncc3)n2)cc1,98,-9,5,16,1444,x,-2,-3,-31,-3,2.8
O=C(O)c1ccc(OCC(O)Cn2cnc3ccccc32)cc1 (stereo unspecified),103,-2,-2,-27,1355,x,-1,-7,-5,-5,1.0
CC(=O)Nc1c(-c2ccc(F)cc2)nc2ccccn12,97,1,9,-11,1430,x,-10,2,-3,0,-0.8
COc1cccc(/C=C/C(=O)OCC(=O)Nc2ccccc2Sc2ccccc2)c1,79,10,26,-14,1643,-0.41,-5,4,12,8,24*
Cc1cc(N(C)C)c(C#N)c(N2CCCCC2)n1,99,-15,6,-30,1468,-0.27,3,-8,-3,-2,0.6
CC(C)CN(C(=O)COC(=O)c1nc(Cl)ccc1Cl)C1CCS(=O)(=O)C1 (stereo unspecified),107,-5,-1,-5,1556,1.1,4,0,-13,6,0.8
Nc1ccc(C23CC4CC(CC(O)(C4)C2)C3)cc1,93,6,16,10,1549,x,-1,5,3,-2,2.7
COc1ccc(C(=O)Nc2ccncc2)c(OC)c1,79,-1,29,2,1262,2,1,2,-1,-3,0.1
COc1ccc(CCC(=O)Nc2nc(-c3ccncc3)cs2)cc1,100,1,2,-6,1633,1.2,-6,2,-5,9,2.2
CSc1nnc2c(n1)OC(c1ccsc1)N(C(C)=O)c1ccccc1-2 (stereo unspecified),106,2,-2,x,1635,x,-15,0,-3,3,-0.3
CC(C)OCCCNC(=O)C1CCN(S(=O)(=O)N2CCCC2)CC1,98,-1,10,9,1403,0.59,-5,-1,-3,7,0.5
CC(=O)Nc1ccc(Nc2cc(N3CCOCC3)c3nonc3c2[N+](=O)[O-])cc1,107,-6,-7,-8,1380,x,-5,-3,2,-6,3.6
Cc1ccc(C(=O)NCC#N)cc1,98,4,8,3,1465,0.025,-10,-1,0,5,0.5
